Screening data (PubChem BioAssay)
SSB-PriA inh = inhibitors of Klebsiella pneumoniae PriA binding to SSB C-terminal tail, primary screen, biochemical, AlphaScreen. AlphaScreen SSBct-PriA binding, biotinylated peptide. inhibition, % at 33 µM. actives 0.6% (n = 430,000); in the data active = inhibition mostly above about 37%, no sharp cut-off; inactive = mostly below about 20%;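 note: plate controls were negative control peptide for no effect and reference peptide for full effect; strong numbers were not always called active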
Numbers without * were called inactive; & = joins results of further samples. This is a subset; rates above refer to the full screens.

Screening CCS(=O)(=O)N1CCc2ccc(NC(=O)c3c(OC)cccc3OC)cc2C1 returned SSB-PriA inh -2.
Screening CC(C)(C)c1ccc(C(=O)NCC(=O)N2CCOC(c3ccccc3)C2)cc1 (stereo not given) returned SSB-PriA inh -14&-3.
For O=C(Nc1cccc2cccnc12)C1CCN(c2cc(-n3cncn3)ncn2)CC1 the results were SSB-PriA inh 2.
O=C(C1CCC1)N1CCC(Oc2ncccc2Cl)CC1 was read as SSB-PriA inh -3.
For Cc1ccc(C2NC(=O)NC2=O)cc1 (stereo not given) the results were SSB-PriA inh 15.
Screening CC(C)(C)n1ncc2c(=O)n(NC(=O)COc3ccc(Cl)cc3Cl)cnc21 returned SSB-PriA inh 2.
`COc1cccc(C(=O)NN=C(C)c2ccc(NC(=O)Cc3ccccc3)cc2)c1OC` gave SSB-PriA inh 4.
`COc1cccc(CNC(=O)Cn2c(=O)nc(NCCC(C)C)c3ccccc32)c1OC` gave SSB-PriA inh -17.
Screening COc1ccc(CC(=O)Nc2cc(C)nn2-c2nc3c(cnn3-c3ccc(F)cc3)c(=O)[nH]2)cc1 returned SSB-PriA inh -13.
COc1ccc2nc(-c3ccc(C)c(NS(=O)(=O)c4ccc5ccccc5c4)c3)cn2n1 was read as SSB-PriA inh 12.
O=C(Nc1ccccc1-c1cn2ccccc2n1)c1ccc(N2CCOCC2)cc1 was read as SSB-PriA inh -13.
COc1ccccc1COc1cc(NC(=O)CCc2c(C)noc2C)ncn1 was read as SSB-PriA inh -9.
Screening Cc1noc(C2CN(C(=O)COc3ccccc3F)C2)n1 returned SSB-PriA inh -11.
Screening O=C(c1cc2ccccc2o1)N1CCC(N2CCC[C@@H]2COCc2ccccc2)CC1 returned SSB-PriA inh 5.
`CN1CCc2cc(C(CNC(=O)C(=O)NCc3ccccc3)N(C)C)ccc21` (stereo not given) gave SSB-PriA inh 4.

An excerpt from above in order of length of the SMILES, descending.
Screening COc1ccc(CC(=O)Nc2cc(C)nn2-c2nc3c(cnn3-c3ccc(F)cc3)c(=O)[nH]2)cc1 returned SSB-PriA inh -13.
COc1ccc2nc(-c3ccc(C)c(NS(=O)(=O)c4ccc5ccccc5c4)c3)cn2n1 was read as SSB-PriA inh 12.
Screening O=C(c1cc2ccccc2o1)N1CCC(N2CCC[C@@H]2COCc2ccccc2)CC1 returned SSB-PriA inh 5.
`COc1cccc(CNC(=O)Cn2c(=O)nc(NCCC(C)C)c3ccccc32)c1OC` gave SSB-PriA inh -17.
Screening CC(C)(C)n1ncc2c(=O)n(NC(=O)COc3ccc(Cl)cc3Cl)cnc21 returned SSB-PriA inh 2.
Screening CC(C)(C)c1ccc(C(=O)NCC(=O)N2CCOC(c3ccccc3)C2)cc1 (stereo not given) returned SSB-PriA inh -14&-3.
Screening CCS(=O)(=O)N1CCc2ccc(NC(=O)c3c(OC)cccc3OC)cc2C1 returned SSB-PriA inh -2.
O=C(Nc1ccccc1-c1cn2ccccc2n1)c1ccc(N2CCOCC2)cc1 was read as SSB-PriA inh -13.
COc1ccccc1COc1cc(NC(=O)CCc2c(C)noc2C)ncn1 was read as SSB-PriA inh -9.
Screening Cc1noc(C2CN(C(=O)COc3ccccc3F)C2)n1 returned SSB-PriA inh -11.
O=C(C1CCC1)N1CCC(Oc2ncccc2Cl)CC1 was read as SSB-PriA inh -3.
For Cc1ccc(C2NC(=O)NC2=O)cc1 (stereo not given) the results were SSB-PriA inh 15.

Further structures:
For NC(=O)Cn1nnn(-c2ccc(NC(=O)C3c4ccccc4Oc4ccccc43)cc2)c1=O the results were SSB-PriA inh -9.
Screening O=C(C=CNc1cccc(O)c1)c1ccccc1 returned SSB-PriA inh 9.
Cc1n[nH]c2ncc(C(=O)O)c(=O)n12 was read as SSB-PriA inh -9.
`COCCN(Cc1ccoc1)S(=O)(=O)c1ccc(N2CCCCS2(=O)=O)cc1` gave SSB-PriA inh 3.
`Cn1nc2c(c1NC(=O)c1ccc(Cl)s1)CCC2` gave SSB-PriA inh -5.
`O=S(=O)(NCC#CCOc1cccc(C(F)(F)F)c1)C1CC1` gave SSB-PriA inh -2.
CCOc1ccc(-n2c(SCc3nc4ccccc4[nH]3)nc3sc4c(c3c2=O)CCCC4)cc1 was read as SSB-PriA inh 1.
Screening C=CCn1c(=NC(=O)c2cc(Cl)ccc2Cl)sc2cc3c(cc21)OCCO3 returned SSB-PriA inh -39.
`Clc1ccc(NN=Cc2ccncc2)cc1Cl` gave SSB-PriA inh -4.
O=C(NN=Cc1ccc(-c2ccc(Br)cc2)o1)c1ccc2c(c1)OCO2 was read as SSB-PriA inh 13.
`Cc1ccc(C(=O)NN=C2CCc3ccccc32)c(C)c1` gave SSB-PriA inh 3.
For NC(=S)Nc1ccccc1F the results were SSB-PriA inh 3.
Screening CC(O)(CNC(=O)c1ccco1)c1ccc(-c2ccccc2)cc1 (stereo not given) returned SSB-PriA inh -3.
`CC(C(=O)Nc1ccc(S(=O)(=O)Nc2nccs2)cc1)N1C(=O)c2ccccc2S1(=O)=O` (stereo not given) gave SSB-PriA inh 7.
`COCC(=O)N1CCCc2ccc(NS(=O)(=O)/C=C/c3ccc(C)cc3)cc21` gave SSB-PriA inh -10.
Cc1[nH]c(=O)[nH]c(=O)c1CC(=O)O was read as SSB-PriA inh -1.
For CC(=NOC(=O)c1ccc(C(F)(F)F)cc1)c1oc(C)nc1C the results were SSB-PriA inh -17.
For Fc1ccc2c(c1)C(=NNc1ccccn1)CCS2 the results were SSB-PriA inh -11.
CCOC(=O)c1nn(-c2ccccc2Cl)c(=O)cc1OCC(=O)Nc1ccc(OC)cc1OC was read as SSB-PriA inh -2.
Screening CC(C)(CO)NCC(O)COc1ccc(-c2ccccc2)cc1 (stereo not given) returned SSB-PriA inh -6.
`NS(=O)(=O)c1ccc(CCNC(=O)Cc2csc(NC(=O)c3ccc(Cl)cc3)n2)cc1` gave SSB-PriA inh -9&-5.
O=S(=O)(NCC[C@H](O)c1ccsc1)c1ccccc1Br was read as SSB-PriA inh -17.
`Cc1ccsc1[C@@H](O)CNC(=O)NCc1ccccc1` gave SSB-PriA inh -3.
O=C(c1ccc(Br)o1)N(Cc1ccccn1)c1nc2c(C(F)(F)F)cccc2s1 was read as SSB-PriA inh -17.
For NNC(=O)CNC(=O)COc1ccc(Cl)cc1Cl the results were SSB-PriA inh 4.
For CC1CCCCN1S(=O)(=O)c1cc(Br)ccc1Br (stereo not given) the results were SSB-PriA inh -32.
COc1ccc(/C=N/NC(=O)C2COc3ccccc3O2)cc1O (stereo not given) was read as SSB-PriA inh inactive.
`Cc1cc(OC2CCN(C(=O)Cc3cccs3)CC2)cc(=O)n1C` gave SSB-PriA inh -7.
For O=C(CSc1nnc(CCn2ccc(=O)[nH]c2=O)o1)NCC1CCCCC1 the results were SSB-PriA inh -10.
For O=C(NCc1cccnc1)c1ccc2c(c1)C(=O)c1ccccc1-2 the results were SSB-PriA inh -25.
For Cc1cccc(C)c1NC(=O)C(=O)NC1CCCC1 the results were SSB-PriA inh 5.
Screening COc1ccccc1-c1c(C(F)(F)F)oc2c3c(ccc2c1=O)OCN(C1CCS(=O)(=O)C1)C3 (stereo not given) returned SSB-PriA inh -15.
Screening COc1ccc(C2(C)NC(=O)N(CC(=O)NC3CCCC3)C2=O)cc1 (stereo not given) returned SSB-PriA inh -7.
`Cc1nn(C)c(Cl)c1C=NOC(=O)c1ccccc1` gave SSB-PriA inh -8.
O=C(COc1ccc(Cl)cc1Cl)NCCCn1nc(-c2ccco2)ccc1=O was read as SSB-PriA inh -1.
`CCCCC(=O)N1CCN(c2ccc(-c3ccc(C)cc3C)nn2)CC1` gave SSB-PriA inh 4.
COc1cc(OC)cc(N2C(=O)C3N=NN(c4ccc(Br)c(C)c4)C3C2=O)c1 (stereo not given) was read as SSB-PriA inh -12.
For Cc1ccc2nc(NC(=O)CCc3csc(NC(=O)Nc4ccccc4)n3)sc2c1 the results were SSB-PriA inh -20.
For O=C(c1cc(-c2ccco2)on1)N1CCSC(c2ccco2)CC1 (stereo not given) the results were SSB-PriA inh 0.
Screening Cc1cc(C)nc(NN=Cc2ccccc2OCc2ccccc2)n1 returned SSB-PriA inh 9.
Nc1c(C(=O)N2CCCC2)nsc1C(=O)NCCc1cccs1 was read as SSB-PriA inh 0.
For Cc1cc(NC(=O)C(=O)NC[C@@H](c2ccsc2)N2CCCC2)no1 the results were SSB-PriA inh 0.
`COC(=O)N1CCC(CNS(=O)(=O)/C=C/c2ccccc2)CC1` gave SSB-PriA inh 1.
Screening CSc1nc(N=Cc2cc3cc(C)ccc3[nH]c2=O)c(-c2ccccc2)s1 returned SSB-PriA inh -11.
`COC[C@@](C)(O)CNC(=O)c1ccc(OC(F)(F)F)cc1` gave SSB-PriA inh -13.
For NS(=O)(=O)c1ccc(NC(=O)C2CCCN2c2nc3ccccc3o2)cc1 (stereo not given) the results were SSB-PriA inh -11.
O=C(Nc1cnoc1)c1cccc2ccccc12 was read as SSB-PriA inh -10.
O=S(=O)(NCC1CCN(Cc2cccs2)CC1)c1ccccc1Cl was read as SSB-PriA inh -14.
For Cc1cc(Br)c(OCc2ccc(C(=O)NN=Cc3ccc[nH]3)cc2)c(Br)c1 the results were SSB-PriA inh 5.
Screening O=C(CCS(=O)(=O)c1ccc(Cl)cc1)Nc1nnc(-c2ccc3c(c2)OCCO3)o1 returned SSB-PriA inh 2&8.
For COc1nccnc1O[C@H]1CCN(C(=O)C2(c3ccccc3)CCOCC2)C1 the results were SSB-PriA inh -14.
Screening CN(C)CCCN(C(=O)c1ccc(Br)s1)c1nc2c(Cl)cccc2s1 returned SSB-PriA inh -5.
Screening CCOc1cccc(C=NNC(=O)c2cc(C3CC3)[nH]n2)c1O returned SSB-PriA inh 1.
`Cc1ccccc1C(=O)ON=C(N)c1ccncc1` gave SSB-PriA inh -27.
For COc1cn2c(cc1=O)C(=O)N(CCNC(=O)c1ccc(C(F)(F)F)cc1)CC2 the results were SSB-PriA inh -16.
`NS(=O)(=O)c1ccc(NC(=O)C2CCCN(c3ccc(-c4ccc(Cl)cc4)nn3)C2)cc1` (stereo not given) gave SSB-PriA inh -14.
Screening CC1CCc2c(sc3ncnc(SCC(=O)c4ccc5c(c4)OCCO5)c23)C1 (stereo not given) returned SSB-PriA inh -11.
Screening O=C(CSc1nnc(-c2cccnc2)o1)c1ccccc1 returned SSB-PriA inh 0.
CSc1nccc(-c2nn(-c3ccc(Cl)cc3)ccc2=O)n1 was read as SSB-PriA inh 53*.
Screening O=C(NCC[C@H](O)C1CC1)c1ccccc1F returned SSB-PriA inh 1.

Brought forward from above: 3 compounds, followed by the next part.
Screening O=C(CSc1nnc(-c2cccnc2)o1)c1ccccc1 returned SSB-PriA inh 0.
CSc1nccc(-c2nn(-c3ccc(Cl)cc3)ccc2=O)n1 was read as SSB-PriA inh 53*.
Screening O=C(NCC[C@H](O)C1CC1)c1ccccc1F returned SSB-PriA inh 1.
For O=C(CN1CC(c2ccccc2)CC1=O)NN=Cc1cc(Br)ccc1O (stereo not given) the results were SSB-PriA inh 12.
`COc1cccc(N2CC(NC(=O)NCCn3c(C)cc4ccccc43)CC2=O)c1` (stereo not given) gave SSB-PriA inh -15.
Screening CCCN1C(=O)/C(=C/c2ccc(N3CCCC3)cc2)NC1=S returned SSB-PriA inh -4.
For O=C(NCc1ccccn1)c1csc2nc(-c3ccc(F)cc3)cn12 the results were SSB-PriA inh -3.
For COc1ccc(C2C(=C(O)c3ccccc3)C(=O)C(=O)N2c2ccccn2)c(OC)c1 (stereo not given) the results were SSB-PriA inh -13.
Screening O=C(Nc1nc2c(s1)CN(C(=O)c1cc(-c3cccs3)[nH]n1)CC2)c1ccsc1 returned SSB-PriA inh -10.
For Cc1ccc(NC(=O)CSc2ncnc3c(-c4ccccc4)c[nH]c23)cc1C the results were SSB-PriA inh -5.
`COc1ccc(C(=O)N2CCC3(O)CCCCC3C2)cc1OC` (stereo not given) gave SSB-PriA inh 2.
For COc1ccc(Cc2nnc(C3CCN(C(=O)c4cc(C)on4)CC3)s2)cc1 the results were SSB-PriA inh -11&-5.
`Cc1ccccc1CSC1=NCCN1C(=O)c1ccccc1I` gave SSB-PriA inh -5.
COC1CCN(C(=O)c2cc(C)oc2C)CC1 was read as SSB-PriA inh -15.
Screening O=C(COc1ccccc1C(=O)O)Nc1cccc(C(F)(F)F)c1 returned SSB-PriA inh -18.
`COc1ccc(-n2c(C)nc3ccc(NS(=O)(=O)c4cccc(C(F)(F)F)c4)cc3c2=O)cc1` gave SSB-PriA inh -16.
COCCNC(=S)NCCc1cc2c(OC)ccc(OC)c2[nH]c1=O was read as SSB-PriA inh -6.
`O=c1c2c(-c3cccs3)csc2ncn1N=Cc1ccccn1` gave SSB-PriA inh -18.
Screening CC1Oc2ccccc2OC1C(=O)Nc1ccccc1Cc1nc(-c2ccco2)no1 (stereo not given) returned SSB-PriA inh -4.
Screening O=C(Cc1cccs1)N1CCS[C@H]1c1ccsc1 returned SSB-PriA inh -12.
Screening COc1cccc(C(=O)Nc2cccc(-c3cn4cccnc4n3)c2)c1OC returned SSB-PriA inh -12.
`O=C(CSc1nnc(-c2ccccn2)n1Cc1ccco1)Nc1ccc(Cl)cc1` gave SSB-PriA inh 12.
`COc1ccc(CCNC(=O)c2nn(-c3ccc(F)cc3)cc2OC)cc1OC` gave SSB-PriA inh -7.
For CC(C)COC(=O)Nc1nc(CC(=O)Nc2ccccc2C(N)=O)cs1 the results were SSB-PriA inh -6.
For COc1ccc(C=NN(C)c2cc(=O)n(C)c(=O)[nH]2)cc1OC the results were SSB-PriA inh 14.
`Cn1nc2c(c1NC(=O)c1ccc(S(=O)(=O)N3CCOCC3)cc1)CCC2` gave SSB-PriA inh 3.
For CC(=O)NC(=Nc1nc(C)cc(C)n1)Nc1ccc(C)cc1Cl the results were SSB-PriA inh 3.
N#Cc1nccnc1O[C@H]1CCN(C(=O)Cc2ccccc2Cl)C1 was read as SSB-PriA inh -20.
`O=C(Nc1cccc(-c2ccc3nnc(-c4cccs4)n3n2)c1)c1ccc2ccccc2n1` gave SSB-PriA inh -5.
O=C(c1cc(-c2ccco2)on1)N1CC[C@H](c2ccc3c(c2)OCO3)C1 was read as SSB-PriA inh -17.
Cc1cccc2sc(NCc3cccnc3)nc12 was read as SSB-PriA inh 13.
For CCc1ccc(N2C(=O)C3N=NN(c4ccc(F)cc4)C3C2=O)cc1 (stereo not given) the results were SSB-PriA inh -13.
For O=C1NCCCC1=NNc1ccc(Br)cc1 the results were SSB-PriA inh 6.
